D3 ag: qHTS of D3 Dopamine Receptor Agonist: qHTS. 0.58% of 410,000 active. max activation, %. AID 652048, 2013. D3R DiscoveRx beta-arrestin cells, luminescence, 90 min. D(3) dopamine receptor (Homo sapiens), P35462; in the data active means max activation above about 30%; further: 0% is about no effect; mostly tested at two doses, the higher about 12 µM
Target sequence (P35462 whole entry, looked up): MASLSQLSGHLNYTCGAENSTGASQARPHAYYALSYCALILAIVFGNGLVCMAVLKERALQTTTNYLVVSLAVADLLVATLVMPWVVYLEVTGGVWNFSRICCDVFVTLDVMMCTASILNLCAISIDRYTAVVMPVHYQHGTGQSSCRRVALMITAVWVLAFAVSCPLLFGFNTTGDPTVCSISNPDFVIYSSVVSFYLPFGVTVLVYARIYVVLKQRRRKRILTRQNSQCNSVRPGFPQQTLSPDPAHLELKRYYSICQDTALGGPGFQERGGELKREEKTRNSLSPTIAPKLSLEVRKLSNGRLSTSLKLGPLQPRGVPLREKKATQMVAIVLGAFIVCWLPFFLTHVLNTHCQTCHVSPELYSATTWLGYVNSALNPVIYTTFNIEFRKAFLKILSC
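Agonist mode: compounds and dopamine controls were applied to plated cells for 90 min at 37 degrees C after an overnight attachment at 1500 cells/well. Luminescent read-out followed 30 - 60 minutes at room temperature with DiscoveRx detection reagent.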
HEK293 tox: qHTS of GLP-1 Receptor Inverse Agonists: Cytotox Screen; HEK293 cAMP-luciferase reporter cells, luminescence, 24 h; Potency, µM (series often up to 38.3 µM), for the others: at the highest dose activity change, negative = inhibition, actives largely listed as inhibitors; 0.13% of 410,000 active;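 further: loss of luciferase light is scored as toxicity; potency means the concentration at half of the fitted maximal effect; on the % scale 0 is the no-effect control and ±100 the full control effect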
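Compound-treated cells are incubated 24 hr at 37 deg C under 5% CO2 after a 12 hour attachment period, then luciferase detection reagent is added and luminescence is measured following 12 min at room temperature; lowered signal indicates toxicity.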
IL-1B inflam inh: qHTS for Inhibitors of Inflammasome Signaling: IL-1-beta AlphaLISA Primary Screen | THP-1 LPS/ATP IL-1B secretion, AlphaLISA, 16 h; hits give low values | 4.7% of 360,000 active | activity change, % at 57.5 µM; in the data active means activity change below about -50%; inconclusive means mostly about -30% to -49%; further: on the % scale 0 is the no-effect control and ±100 the full control effect
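Secreted IL-1B measured by AlphaLISA bead assay after 16 h compound exposure of THP-1 cells; compounds (final up to 57.5 uM) added 1 h before LPS (250 ng/mL) and ATP (1.25 mM) stimulation; lower signal means less secretion.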
SW480 rerep: A quantitative high throughput screen for small molecules that induce DNA re-replication in SW480 colon adenocarcinoma cells | 1.8% of 340,000 active | SW480 DNA re-replication, Hoechst DNA content imaging, 48 h | Potency, µM (series often up to 46.1 µM), without a hit: at the top dose re-replication activation, actives largely listed as activators; further: potency means the concentration at half of the fitted maximal effect; % of control where 0% means no effect; nearly all actives have a fitted effect of over 55% in size
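Readout is total intensity of Hoechst-stained nuclei, excited at 405 nm and collected at 500-530 nm. Compound treatment lasted 48 hr at 37 C in 5% CO2 before staining.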
KB-V1 MDR tox: qHTS assay for MDR1-selective chemotherapeutics: Primary screen using the drug-selected MDR subline cells KB-V1. AID 1347076, 2019. Potency, µM (series often up to 46.1 µM), without a hit: top-dose activity change, negative = cytotoxicity, most hits filed as cytotoxic. KB-V1 MDR cells viability, CellTiter-Glo, 72 h. 3.4% of 400,000 active; further: potency means the concentration at half of the fitted maximal effect; on the % scale 0 is the no-effect control and ±100 the full control effect; nearly all actives have a fitted effect of over 60% in size
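Cytotoxicity via CellTiter-Glo luminescence after 72 h compound exposure at 37 degrees C. Cells: drug-selected KB-V1 line, DMEM phenol-red free plus 10% FBS. Compounds tested at multiple concentrations; normalized data fitted to concentration-effect curves.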
KB-3-1 tox: qHTS assay for MDR1-selective chemotherapeutics: Primary screen using the parental adenocarcinoma cell KB-3-1 | KB-3-1 viability, CellTiter-Glo ATP luminescence, 72 h | Potency, µM (top dose mostly 46.1 µM), without a hit: at the highest dose activity change, negative = cytotoxic, hits mostly cytotoxic | 1.4% of 400,000 active | AID 1347075, 2019; further: potency means the concentration at half of the fitted maximal effect; on the % scale 0 is the no-effect control and ±100 the full control effect; nearly all actives have a fitted effect of over 60% in size
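Here the drug-naive KB-3-1 line serves as comparator for MDR sub-line selectivity; cells received compound titrations, 72 h at 37 °C, then CellTiter-Glo readout.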
MCF10A rerep: A quantitative high throughput screen for small molecules that induce DNA re-replication in MCF 10a normal breast cells; MCF 10A DNA re-replication, Hoechst nuclear intensity, 48 h; Potency, µM (top dose mostly 46.1 µM), inactives show at the highest dose activity, positive = re-replication, actives largely listed as activators; 2.9% of 350,000 active; AID 624296, 2012; further: potency means the concentration at half of the fitted maximal effect; % of control where 0% means no effect; nearly all actives have a fitted effect of over 50% in size
HT1080-NT tox: qHTS for induction of synthetic lethality in tumor cells producing 2HG: qHTS for the HT-1080-NT fibrosarcoma cell line. 1.6% of 360,000 active. Potency, µM (doses to about 46.1 µM), without a hit: top-dose activity, negative = less viability, actives largely listed as cytotoxic. HT-1080-NT fibrosarcoma viability, CellTiter-Glo ATP luminescence, 48 h;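 further: NT is the 2HG producing partner of a matched IDH1 knockdown line; potency means the concentration at half of the fitted maximal effect; 0% = DMSO-treated cells and -100% = media-only wells without cells; nearly all actives have a fitted effect of over 55% in size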
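Fibrosarcoma NT cells, 750 per well in 5% FBS RPMI, were exposed to compound for 48 hours. Viability: CellTiter-Glo luminescence.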
HT1080 IDH1KD tx: qHTS for induction of synthetic lethality in tumor cells producing 2HG: qHTS for the HT-1080-IDH1KD cell line | HT-1080 IDH1 knockdown viability, ATP luminescence, 48 h | Potency, µM (doses to about 46.1 µM), for inactives: top-dose activity, negative = toxicity, most hits filed as cytotoxic | 2% of 360,000 active | AID 686971, 2013;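 further: potency means the concentration at half of the fitted maximal effect; 0% = DMSO wells and -100% = cell-free medium wells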
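Viability of IDH1-knockdown HT-1080 fibrosarcoma cells was assessed by CellTiter-Glo after 48 h at 37 °C with titrated compound; concentration-effect curves were classified by fit quality and response size.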
Starred values were filed as active, the others as inactive; i = inactive; ? = inconclusive; / = no result given; & = joins results of further samples; [ ] = remark or other dose. Unless noted, the call rests on the fitted dose curve; in most records, active means well fitted curve in the direction sought with a large enough effect; inconclusive means small, poorly fitted or top-dose-only effect, or another doubt; inactive means no such curve, though single readings can be large; an effect the other way counts as inactive or inconclusive.

mol,D3 ag,HEK293 tox,IL-1B inflam inh,SW480 rerep,KB-V1 MDR tox,KB-3-1 tox,MCF10A rerep,HT1080-NT tox,HT1080 IDH1KD tx
COc1ccc(Cn2nnc3c(=O)[nH]c(C4CCCN(C(=O)c5ccc(C)cc5)C4)nc32)cc1 (stereo not given),9,2%,/,/,-1%,12%,/,/,/
Cc1cccc(C)c1NC(=O)C(c1ccccc1)N1CC(=O)Nc2ccccc21 (stereo not given),-10,6%,-11,1%,-24%,-5%,1%,10%,-2%
Cc1ccc(NS(=O)(=O)c2ccc(-n3cccn3)cc2)nc1,0,3%,0,-3%,0%,-1%,2%,8%,11%
O=S(=O)(c1ccc2ccccc2c1)n1cnc2ccccc21,-7,7%,37,?,-23%,2%,25%,-28%,-29%
Cn1nccc1-c1ccc(C(=O)NCc2ccc(Cl)cc2)c2occc12,3,0%,41,/,-3%,-2%,/,-30%,-19%
CC1CCCCN1C(=O)CSc1nnc2ccccn12 (stereo not given),-21,7%,13,-1%,-26%,0%,-3%,0%,-3%
COc1ccc(-c2cc(C(=O)N3CCOCC3)c3ccccc3n2)cc1OC,-9,15%,0,-1%,-18%,?,-2%,-9%,-16%
Cc1cccc(NC(=O)c2ccccc2SCc2ccc(F)cc2)n1,4,-8%,16,7%,21µM*,4%,6%,-6%,8%
COc1ccc(C2C3C(=O)N(N(C)c4ncc(C(F)(F)F)cc4Cl)C(=O)C3ON2C)cc1 (stereo not given),-3,15%,18,-8%,19%,?,9%,-9%,2%
COCCn1nnnc1CN1CCSCC1,7,-10%,1,-19%,-1%,5%,-2%,12%,5%
CCc1ccc(NC(=O)NCCc2c(C)nn(C)c2C)cc1,6,6%,/,/,-17%,1%,/,/,/
CC1C(=O)N2CCCc3cc(NC(=O)COc4ccccc4)cc1c32 (stereo not given),-10,6%,12,-7%,-30%,5%,8%,-5%,-8%
O=C(NC(Cc1ccccc1)C(=O)NC1CC1)OCc1ccccc1 (stereo not given),15,3%,5,-14%,-12%,-2%,-3%,6%,6%
CNC(=O)C1(CC(C)C)C=CCN1C(C)=O (stereo not given),13,2%,13,-5%,13%,9%,6%,-1%,10%
Cc1ccccc1OCC(=O)NCCCNC(=O)c1cccnc1,0,4%,-9,5%,12%,16%,-1%,-7%,-19%
Cc1ccc2c(c1)C1NC(=S)NC(C)(O2)C1C(=O)Nc1ccc(Cl)cc1 (stereo not given),-8,-5%,?,-2%,?,9%,15%,-9%,-11%
COc1ccc(Cl)cc1NC(=O)C(C)Sc1n[nH]c(N)n1 (stereo not given),3,3%,0,-4%,0%,3%,-5%,0%,-3%
CCOC(=O)c1c(NC(=O)CCCOc2ccccc2C)sc2c1CCC(C)C2 (stereo not given),7,0%,/,/,-4%,0%,/,/,/
CC(C)(CO)CNC(=O)CC1C(=O)NCCN1CC(c1ccccc1)c1ccccc1 (stereo not given),-5,-4%,17,0%,?,16%,2%,-4%,5%
Nc1ncnc2c1ncn2C1OC(CO)C(O)C1N (stereo not given),27,12%,12,?,-6%,0%,?,9%,0%
O=C(Cn1nc(-c2ccccc2)c2c(c1=O)CCCC2)Nc1ccc(F)c(Cl)c1,-8,7%,/,/,?,23µM*,/,/,/
CN(C1CCCCC1)S(=O)(=O)c1ccc(NC(=O)C2CCCCC2)cc1,-22,?,-9,4%,?,-12%,?,-11%[9.24 µM],?
O=C(/C=C/c1cccnc1)/C=C/c1cccnc1,-17,?,-93*,?,-10%,2.6µM*,?,4.1µM*,3.3µM*
Cc1ccc(S(=O)(=O)c2c(N)n(Cc3ccco3)c3nc4ccccc4nc23)cc1C,0,5%,?,?,23µM*,?,15µM*,?,?
Cc1cc(N2C(=O)C(O)=C(C(=O)c3ccc(C)o3)C2c2ccc([N+](=O)[O-])cc2)no1 (stereo not given),3,4%,17,-14%,-8%,-15%,-6%,6%,1%
CN(C(=O)CSc1nnc(-c2ccc(Cl)cc2)n1C)C1CCS(=O)(=O)C1 (stereo not given),7,3%,-2,-29%,?,12%,0%,0%[9.24 µM],7%
CCOC(=O)C1(CCc2ccccc2)CCN(C(=O)CCn2cncn2)CC1,1,-7%,20,0%,24%,-1%,-9%,22%,16%
COc1cc(/C=C(/C#N)C(=O)NC(C)c2ccccc2)cc(OC)c1O (stereo not given),-9,-6%,-2,-4%,-4%,-1%,-38%[inhibitor],-4%,-5%
COc1ccc(CNS(=O)(=O)c2c(C(=O)N3CCCCC3)c(C)n(C)c2C)cc1,7,-3%,2,0%,2%,0%,4%,3%,6%
Cc1cccc(N(C2C=CS(=O)(=O)C2)S(=O)(=O)c2ccccc2)c1 (stereo not given),-6,-17%,2,0%,7%,-1%,2%,21%,8%
CC(=O)NC(C(=O)OCC(=O)N(c1ccccc1)c1ccccc1)C(C)C (stereo not given),1,-3%,16,-5%,4%,4%,-7%,19%,25%
CCc1cc(C(=O)NNC(=S)NCC2CCCO2)cs1 (stereo not given),-2,-13%,-12,-11%,1%,-1%,-7%,2%,6%
O=C(COc1ccc(Cl)cc1)N1CCN(C(=O)c2cccc(F)c2)CC1,1,-9%,-3,-3%,-12%,5%,0%,-2%,9%
O=C(N/N=C/c1ccc(O)cc1O)/C(=C/c1ccccc1)CCO,5,29%,60,?,?,-5%,18µM*,?,?
COc1ccc(S(=O)(=O)N2CCCCC2)cc1NC(=O)C1CCCC1,1,3%,-11,-11%,0%,-3%,3%,1%,6%
O=C(Nc1ccc(F)cc1F)c1cc(-c2ccc3c(c2)OCO3)on1,-31&-4,4%&-3%,-5,-5%,?,-10%&25%,0%,0%,-5%
Cc1ccc(-c2ccc(/C=N/NC(=O)CN3CCOCC3)o2)cc1[N+](=O)[O-],-2,-16%,-11,12%,-17%,?,?,-15%,?
CC(=O)Nc1ccc(OCc2ccccc2)cc1[N+](=O)[O-],-15,-22%,-13,-4%,-7%,-5%,2%,15%,0%
CC(C)CNC(=S)Nc1ccccc1F,4,-12%,i,-4%,-9%,3%,?,10%,1%
COc1cccc(CNC(=O)c2ccc(S(=O)(=O)N3CCOCC3)cc2)c1,7,-5%,-3,-5%,-27%,?,-2%,3%,-2%
COc1ccc(Cc2nnc(NS(=O)(=O)c3ccccc3)s2)cc1,1,-7%,1,?,-16%,0%,11%,-15%,-1%
COc1cc2c(=O)n(CC3CCCO3)c(=O)n(CC(=O)Nc3ccccc3)c2cc1OC (stereo not given),2,-7%,-20,-15%,-21%,-2%,-6%,11%,-4%
CO/N=C/c1ccc(OC)c(Oc2nc(OC)cc(OC)n2)c1,17,-27%,32,18µM*,-23%,18µM*,16µM*,?,?
O=C(Nc1cc(C(F)(F)F)ccc1N1CCCCC1)c1ccco1,-1,-6%,-15,-7%,5%,0%,0%,6%,1%
C[C@@H]1CN([C@H](C)CO)C(=O)c2cc(-c3ccc(C(=O)N(C)C)cc3)cnc2O[C@@H]1CN(C)C(=O)c1cccnc1,-5,13%,6,/,-23%,0%,/,14%,0%
FC(F)c1nnc2c(Cl)cc(C(F)(F)F)cn12,8,1%,4,-1%,-1%,11%,-2%,15%,8%
COc1cccc(CC2(CO)CCCN(Cc3ccc4c(c3)OCCO4)C2)c1 (stereo not given),-7,-3%,-2,-4%[1.84 µM],4%,-2%,0%,-18%,-6%
Oc1ccc(O)c(Cc2nc3ccccc3[nH]2)c1,-1,8%,-22,4%,13%,7%,?,-18%,-6%
CCOc1cc2[nH]c(=O)n(Cc3ccc(C(=O)NCCOC)cc3)c(=O)c2cc1OCC,-2,6%,-22,-4%,14%,0%,3%,2%,-2%
CC(C)[C@H](NC(=O)c1ccco1)C(=O)OCc1cc(=O)n2c(n1)sc1ccccc12,13,-4%,-9,-2%,-24%,10%,3%,-4%,-1%
CC(C)N1CCc2c(sc(NC(=O)c3ccc(S(=O)(=O)N4CCOCC4)cc3)c2C#N)C1,-7,-3%,-20,1%,-4%,-4%,14%,0%,1%

A second format for three compounds above:
Results follow in this order: D3 ag | HEK293 tox | IL-1B inflam inh | SW480 rerep | KB-V1 MDR tox | KB-3-1 tox | MCF10A rerep | HT1080-NT tox | HT1080 IDH1KD tx
CC(C)N1CCc2c(sc(NC(=O)c3ccc(S(=O)(=O)N4CCOCC4)cc3)c2C#N)C1
 : -7 | -3% | -20 | 1% | -4% | -4% | 14% | 0% | 1%
O=C(Nc1cc(C(F)(F)F)ccc1N1CCCCC1)c1ccco1
 : -1 | -6% | -15 | -7% | 5% | 0% | 0% | 6% | 1%
COc1cccc(CC2(CO)CCCN(Cc3ccc4c(c3)OCCO4)C2)c1 (stereo not given)
 : -7 | -3% | -2 | -4%[1.84 µM] | 4% | -2% | 0% | -18% | -6%

Complete entries, quoted from the list. Order of values: D3 ag | HEK293 tox | IL-1B inflam inh | SW480 rerep | KB-V1 MDR tox | KB-3-1 tox | MCF10A rerep | HT1080-NT tox | HT1080 IDH1KD tx
FC(F)c1nnc2c(Cl)cc(C(F)(F)F)cn12 is listed as 8 | 1% | 4 | -1% | -1% | 11% | -2% | 15% | 8%
CN(C(=O)CSc1nnc(-c2ccc(Cl)cc2)n1C)C1CCS(=O)(=O)C1 (stereo not given) is listed as 7 | 3% | -2 | -29% | ? | 12% | 0% | 0%[9.24 µM] | 7%

The order is random; overall some 11% were active at least once.
